# APEX1 inh = blocks human APE1 abasic DNA cleavage | P27695 | recombinant APE1, TAMRA/BHQ-2 abasic DNA cleavage fluorescence | Potency, µM (doses to about 65.8 µM), for inactives: top-dose activity change, negative = inhibition, hits mostly inhibitors | 0.35% of 350,000 active | AID 2517;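 also: plate controls were vehicle for no effect and reference inhibitor for full effect; nearly all actives have a fitted effect of over 55% in size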
#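 Kinetic fluorescence read (525 ex/598 em nm, three reads 60 s apart) of AP-site incision; signal = third minus first read. Enzyme 0.75 nM, dual-labelled THF duplex 50 nM, compound preincubation 15 min RT.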
# G9a block = blocks human histone lysine methyltransferase G9a | G9a H3K9 monomethylation, AlphaScreen, 2 h | Potency, µM (top dose mostly 102 µM), for the others: at the highest dose activity, negative = inhibition, most hits filed as inhibitors | 8.8% of 350,000 active | AID 504332; also: % is scaled to controls: 0 for no effect and ±100 for the full control effect; nearly all actives have a fitted effect of over 75% in size
#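 Step 1: enzyme (final 20 nM) with compound, 15 min RT. Step 2: substrate peptide 500 nM and SAM 20 uM, 2 h RT. Step 3: anti-H3K9me1 antibody and AlphaScreen beads, 10 min, then plate read.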
# POLH inh = DNA polymerase eta (human) inhibition; 1.2% of 390,000 active; recombinant Pol eta, fluorescent DNA replication assay; Potency, µM (series often up to 114 µM), without a hit: at the top dose activity change, negative = inhibition, usual class: inhibitors; also: % is scaled to controls: 0 for no effect and ±100 for the full control effect
#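 Pol eta (10 nM) was preincubated with compounds for 15 min at room temperature, after which fluorescent replication substrate (50 nM final) was added to start the reaction. Fluorescence was read kinetically at 0 and 10 min.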
# BLM inh = blocks DNA unwinding by human BLM helicase; P54132; 0.2% of 350,000 active; AID 2528; recombinant BLM DNA unwinding, fluorescence dequenching; Potency, µM (titrated, usually from 56.1 µM), for the others: at the top dose activity change, negative = inhibition, most hits filed as inhibitors;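 also: plate controls were vehicle for no effect and no enzyme for full effect; nearly all actives have a fitted effect of over 35% in size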
# Apoferritin bind = candidate novel general anesthetic via apoferritin binding | 0.074% of 350,000 active | Potency, µM (doses to about 77.5 µM), for inactives: top-dose activity change, negative = displacement, most hits filed as inhibitors | AID 485281 | P02791 | apoferritin/1-aminoanthracene competitive binding, fluorescence; also: % is scaled to controls: 0 for no effect and ±100 for the full control effect; nearly all actives have a fitted effect of over 20% in size
#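 Probe: 1-aminoanthracene (50% saturated, PBS). Protein: horse-spleen apoferritin, 10 uM. Incubation: 10 min, room temperature. Detection: 380 nm excitation, 535 nm emission. Analysis: normalized response, four-parameter Hill.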
# BAZ2B block = inhibitors of human BAZ2B bromodomain; Potency, µM (doses to about 114 µM), inactives show at the highest dose activity change, negative = inhibition, most hits filed as inhibitors; AlphaScreen BAZ2B-H3K14Ac peptide displacement; Q9UIF8; 4.4% of 360,000 active; also: % is scaled to controls: 0 for no effect and ±100 for the full control effect; nearly all actives have a fitted effect of over 60% in size
#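 Inhibition is scored as reduced AlphaScreen emission. The BAZ2B/b-H3(5-23)K14Ac complex (50 nM each) in PBS pH 7.4, 0.01% Tween-20 meets compound (up to 110 uM) for 30 min at RT before bead addition.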
# POLK inh = inhibitors of human DNA polymerase kappa; purified Pol kappa, fluorescent DNA synthesis assay, 10 min; 0.53% of 400,000 active; Q9UBT6; Potency, µM (doses to about 107 µM), for inactives: at the top dose activity, negative = inhibition, most hits filed as inhibitors; AID 588579; also: % is scaled to controls: 0 for no effect and ±100 for the full control effect
#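 Readout: fluorescence, taken kinetically at 0 and 10 min. Conditions: 10 nM Pol kappa, 15 min RT compound preincubation, 50 nM substrate final. Controls: enzyme-free buffer wells.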
# POLI inh = DNA polymerase iota (human) inhibition. Q9UNA4. Pol iota fluorescent replication assay, 10 min. AID 588590. 1% of 390,000 active. Potency, µM (highest dose often 115 µM), without a hit: at the highest dose activity, negative = inhibition, usual class: inhibitors
#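 Pol iota at 10 nM preincubated 15 min with compounds at room temperature; reaction started with fluorescent substrate, 50 nM final. Fluorescence read kinetically at 0 and 10 min; buffer-only wells as negative control.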
# POLB inh = blocks human DNA polymerase beta activity; P06746; 1.3% of 340,000 active; Pol beta primer extension/strand displacement, fluorescence kinetic; AID 485314; Potency, µM (titrated, usually from 114 µM), for the others: at the top dose activity change, negative = inhibition, actives largely listed as inhibitors; also: % is scaled to controls: 0 for no effect and ±100 for the full control effect
#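 Pol beta (10 nM) and compounds were preincubated 15 min at room temperature, then 50 nM substrate (final) started primer extension/strand displacement. Reads were taken at 0 and 10 min; concentration-response data were fitted to a four-parameter Hill equation.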
# The depositor's hits bear a star; u = inconclusive; x = no result given; [ ] = dose if it differs, or a comment. Calls follow the shape of the dose curve; as a rule, active = well fitted curve in the direction sought with a large enough effect; inconclusive = small, poorly fitted or top-dose-only effect, or another doubt; inactive = no such curve, though single readings can be large; an effect the other way counts as inactive or inconclusive. Potency is read from the fitted curve at half-maximal effect.
molecule	BLM inh	POLI inh	BAZ2B block	POLK inh	G9a block	Apoferritin bind	POLH inh	APEX1 inh	POLB inh
CNC(=O)CSc1nnc(-c2cc(C)cc(C)c2)o1	1%	1%	-1%	-6%	5%[12.7 µM]	3%	-12%	4%	1%
Cc1cc(C)c(C#N)c(SCC(O)CS(=O)(=O)Cc2ccccc2)n1 (stereo unspecified)	-6%	30%[activator]	47%[activator]	-14%	37%[59 µM]	-14%	-3%	-10%	9%
CCc1nc(NCC2CCCO2)c2oc3ccccc3c2n1 (stereo unspecified)	-5%	-13%	8%	-4%	-6%[59 µM]	-5%	-3%	5%	43%
O=C(c1ccco1)N1CCN(c2cc(N3CCOCC3)c(F)cc2[N+](=O)[O-])CC1	-3%	53%[activator]	u	-5%	u	-20%	4%	6%	-23%
O=C(NC1CCCCC1)C1CC(=O)N(CCc2ccc(F)cc2)C1 (stereo unspecified)	0%	10%	1%	10%	u	-6%	-7%	43%[activator]	-1%
COc1ccc(NC(=O)CSc2nc3c(c(-c4cccs4)c2C#N)CN(C)CC3)cc1OC	-3%	23%	u	-3%	u	-14%	-5%	14%	34%
CS(=O)(=O)Oc1ccccc1/C=C1/N=C(c2ccc(F)cc2)OC1=O	1%	21%	11%	-5%	2%[59 µM]	7%	-19%	-3%	-19%
CCOc1cc(CNS(=O)(=O)c2ccc3c(c2)C(C)(C)C(=O)N3)cc(OCC)c1OCC	0%	u	-14%	2%	-3%[59 µM]	-14%	-5%	x	8%
c1ccc(-c2ccccc2OCCOCCN2CCNCC2)cc1	5%	u	22µM*	-10%	x	-4%	-8%	0%	-29%
N#Cc1c2nc3ccccc3nc2n2cc(NC(=O)c3ccc(F)cc3)ccc12	13µM*	u	u	u	3.2µM*	10%	35µM*	4%	6.3µM*
CC(C)(C)c1nnc2cccc(Cl)n12	-3%	21%	-21%	-2%	-29%	-20%	-18%	-3%	1%
COc1ccccc1/C=C/C=N/NC(=O)c1cccs1	-9%	0%	0%	-10%	18%[59 µM]	-13%	-13%	-1%	6%
Cn1nc([N+](=O)[O-])nc1Oc1ccccc1N	-5%	15%	4%	-20%	-13%	-8%	8%	-1%	12%
Cc1ccc(CNC(=O)c2cc3cc(Br)ccc3oc2=N)cc1	-1%	13%	-11%	-7%	3%	-9%	-12%	16%	-4%
CC(C)CC(=O)c1c[nH]c(C(=O)NCc2cccs2)c1	-15%	13%	-4%	-7%	0.22µM*	-9%	5%	17%	8%
CC(=O)c1ccc(N2C(=NC(=O)CCc3ccccc3)SC3CS(=O)(=O)CC32)cc1 (stereo unspecified)	-2%	22%	-34%	-3%	14%	-5%	-21%	10%	4%
O=S(=O)(Nc1nc2ccccc2nc1-[n+]1ccccc1)c1ccc(Cl)cc1	5%	5%	-4%	-6%	0%[59 µM]	5%	-2%	2%	1%
O=[N+]([O-])c1c(Nc2ccccc2O)cc(N2CCOCC2)c2nonc12	-1%	14%	u	-13%	8%[12.7 µM]	-8%	-9%	-2%	1%
O=C(Nc1nc(-c2ccc(Br)cc2)ns1)c1ccccc1F	-5%	18%	-6%	-21%	-4%[59 µM]	13%	-12%	x	10%
COc1cccc(CC(=O)OCC(=O)Nc2nnc(-c3ccccc3)o2)c1	x	13%	-39%	-20%	25%	x	0%	-20%	x
COCCNS(=O)(=O)c1cccn1-c1ncc(C(F)(F)F)cc1Cl	-7%	9%	9%	-3%	-6%[59 µM]	u	-5%	u	3%
COc1ccc(CCNS(=O)(=O)c2ccc3c(c2)OCCO3)cc1OC	-3%	-4%	-3%	0%	1%[12.7 µM]	-10%	-5%	0%	-17%
Cc1ccc(C)c(N2CCN(C(=O)CCc3nc(-c4ccccc4Cl)no3)CC2)c1	x	-12%	x	-6%	x	x	-9%	-4%	x
COc1ccc(CCN2C(=S)NC3CC2(C)Oc2ccc([N+](=O)[O-])cc23)cc1OC (stereo unspecified)	-7%	9%	-38%	-25%	-18%	u	-11%	-3%	3%
CCOc1ccccc1NC(=O)CN1CCCCCC1	-8%	168%[activator]	50µM*	-9%	x	-10%	-19%	7%	15%
Cc1noc(N)c1C1(O)C(=O)Nc2c(Cl)cc(Cl)cc21 (stereo unspecified)	-7%	50%[activator]	-15%	-19%	13%[12.7 µM]	-6%	-4%	-1%	2%
Cc1ccccc1N1C(=O)C(Cl)=C(N2CCOCC2)C1=O	1%	u	-3%	-18%	x	u	-15%	-10%	0%
COc1ccc2cc(C3CC(c4ccco4)=NN3S(=O)(=O)c3ccccc3)c(Cl)nc2c1 (stereo unspecified)	-9%	9%	-35%	-6%	u	-20%	-17%	-2%	u
Cc1ccc(S(=O)(=O)N2CCCCC2CCNC(=O)C(=O)Nc2ccccc2F)cc1 (stereo unspecified)	x	16%	10%	-7%	-3%	x	-15%	7%	x
Cc1cc(C)c2c(CN3CCOCC3)cc(=O)oc2c1	2%	4%	-3%	4%	x	-6%	-3%	21%	30%
CC1(C)OC(=O)C(=NNc2ccc(O)cc2)C(=O)O1	0%	-10%	8%	-2%	-21%	-19%	-1%	-6%	-2%
S=C(NCc1ccco1)Nc1ccc(Cl)cc1	2%	9%	u	-3%	-3%[59 µM]	-8%	-2%	21%	1%
O=S(=O)(NCc1nnc2ccccn12)c1ccc(F)cc1	x	14%	-4%	-8%	u	x	-1%	35%	x
Cc1ccc(S(=O)(=O)NCc2ccc(N3CCN(C(=O)OC(C)(C)C)CC3)cc2)cc1	0%	-6%	-22%	-15%	44%	-12%	-10%	14%	7%
COc1cc(C#Cc2c(-c3cncn3C)n(C)c3ccc(-c4ccc5[nH]ccc5c4)cc23)cc(OC)c1	x	2%	-35%	4%	1%[0.501 µM]	x	-1%	23%	x
Cc1cnc(NC(=O)CSc2nnc(-c3ccccc3)n2Cc2ccccc2)s1	0%	-4%	-3%	-4%	-5%[59 µM]	-20%	-7%	0%	8%
COC(=O)c1nc(C(=O)OC)c(C(=O)OC)nc1C(=O)OC	-1%	6%	-3%	-4%	-34%	-6%	4%	2%	26%
Cc1ccc([N+](=O)[O-])cc1NC(=O)CCc1ccccc1	0%	174%[activator]	0%	-12%	9%	u	-13%	17%	46%
Cn1c(=O)c2c(nc(CN3CCN(c4ccc(F)cc4)CC3)n2CCN2CCOCC2)n(C)c1=O	0%	10%	4%	-12%	5%	-3%	5%	3%	-6%
COC(=O)c1ccc(C(=O)NC2CCCc3c2cnn3-c2ccc(C)c(C)c2)cc1 (stereo unspecified)	-10%	10%	6%	-7%	23%	-24%	-20%	18%	5%

# Grouped by structure, the compounds so far with a thiophene ring, fused or not (3)
molecule	BLM inh	POLI inh	BAZ2B block	POLK inh	G9a block	Apoferritin bind	POLH inh	APEX1 inh	POLB inh
COc1ccc(NC(=O)CSc2nc3c(c(-c4cccs4)c2C#N)CN(C)CC3)cc1OC	-3%	23%	u	-3%	u	-14%	-5%	14%	34%
COc1ccccc1/C=C/C=N/NC(=O)c1cccs1	-9%	0%	0%	-10%	18%[59 µM]	-13%	-13%	-1%	6%
CC(C)CC(=O)c1c[nH]c(C(=O)NCc2cccs2)c1	-15%	13%	-4%	-7%	0.22µM*	-9%	5%	17%	8%

# Further records.
molecule	BLM inh	POLI inh	BAZ2B block	POLK inh	G9a block	Apoferritin bind	POLH inh	APEX1 inh	POLB inh
COc1ccc(NC2CCCN(Cc3cccc4cnccc34)C2)cc1OC (stereo unspecified)	-6%	-43%	u	-12%	u	-9%	11%	-3%	14%
CS(=O)(=O)N(CC(=O)Nc1ccccc1C(=O)NCc1ccco1)c1ccccc1F	-9%	84%[activator]	-20%	-7%	24%[59 µM]	-7%	-17%	-2%	59%
Nc1nc(SCC(=O)c2cccc([N+](=O)[O-])c2)n[nH]1	1%	u	-27%	-11%	2.5µM*	-7%	-7%	6%	1%
CC1(C)Oc2ccc3ccc(=O)oc3c2/C(=C/Nc2ccccn2)C1=O	2%	17%	-28%	-13%	12%	u	-25%	-5%	0%
O=S(=O)(NCCc1c[nH]c2ccccc12)c1ccccc1	-3%	117%[activator]	-14%	-2%	-48%	u	-22%	43%[activator]	-3%
CCCCN(C)C(=O)C1CCC(Cn2c(=O)[nH]c3ccsc3c2=O)CC1 (stereo unspecified)	0%	u	-33%	20%	0%[59 µM]	33%[activator]	-4%	x	-16%
CCc1nc(SCc2ccc(C(=O)OC)o2)n[nH]1	4%	-8%	-11%	5%	x	0%	-10%	0%	10%
CSCCC(NC(=O)c1ccccc1Cl)C(=O)NCc1ccncc1 (stereo unspecified)	x	22%	0%	4%	10%[12.7 µM]	x	-13%	30%	x
NS(=O)(=O)c1cccc(NC(=O)COC(=O)CN2C(=O)C3CC=CCC3C2=O)c1 (stereo unspecified)	-7%	6%	-19%	3%	18%	u	-17%	1%	1%
CCCCN(C(=O)COc1ccc(C)cc1OC)c1c(N)n(CCC)c(=O)[nH]c1=O	-1%	53%[activator]	-20%	11%	28%	-3%	-7%	7%	1%
CCN(c1cccc(C)c1)S(=O)(=O)c1cc2c(cc1C)n(C)c(=O)c(=O)n2C	-1%	26%	-2%	1%	2%[59 µM]	-7%	-24%	x	-1%
Cc1ccc(C)c(Cn2c3ccccc3c3cnn(CC(=O)NC4CCC(C)CC4)c(=O)c32)c1 (stereo unspecified)	-2%	u	-12%	-6%	-14%[59 µM]	-12%	5%	x	14%
Nc1nc(-c2ccccn2)nc(N)c1Cc1ccccc1F	3%	29%	6.3µM*	0%	0%	-3%	-12%	-2%	26%
Cc1cnc(C(=O)NCCc2ccc(C(F)(F)F)cc2)cn1	-7%	6%	-8%	10%	4%	-10%	-9%	29%	28%
COCC(=O)N1CCC(n2nccc2NC(=O)c2ccccc2OC)CC1	1%	7%	22%	2%	25%	-6%	-14%	62%[activator]	2%

# These rows are one share of the data; the hit share may differ from the screen's.
